MC4R antagonist: blocks human MC4R cAMP signaling; P32245; MC4R-expressing cells, MTII-stimulated cAMP, LANCE TR-FRET; inhibition, % at 6.5 µM; hit rate 0.48% among 360,000; AID 540295;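 active means inhibition above its plate's cutoff, the mean of tested wells on that plate plus 3 SD, cut at about 29% in these data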;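 further: 0% = Melanotan II alone and 100% = Melanotan II plus saturating MCL0020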
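Assay system: U2OS cells stably expressing human melanocortin 4 receptor (MC4R) / Dosing: 6.5 µM / Timing: compound 30 min, challenge 1 h, detection 1 h / Measured by: Eu-cAMP/anti-cAMP TR-FRET, emission 671 nm / Replicates: singlicate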
TLR9-MyD88 block: blocks human TLR9 binding to MyD88; Q9NR96+Q99836; CHO BLA complementation TLR9-MyD88, CCF4 FRET ratio; inhibition, % at 4.98 µM; hit rate 0.21% among 340,000; AID 504734;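 active means inhibition above the mean over all tested compounds plus 3 SD, cut at about 21% in these data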;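 further: 0% = DMSO only wells and 100% = clavulanate BLA inhibitor control wells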
MC4R barr agon: human MC4R agonism via beta-arrestin | P32245 | U2OS MC4R beta-arrestin complementation, luminescence; percent of melanotan II response, DMSO zero | activation, % at 8.9 µM | hit rate 0.98% among 360,000 | AID 540308;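 active means activation above a per-plate cutoff, the mean activation of sample wells on that plate plus 3 SD, cut at about 8% in these data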
SRC3 inh: human NCOA3 inhibition | Q9Y6Q9 | HEK293 GAL4-SRC3 luciferase reporter, luminescence | inhibition, % at 3.6 µM | hit rate 0.17% among 360,000 | AID 588352;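 active means inhibition above a per-campaign cutoff, the mean of all compounds plus 3 SD, cut at about 60% in these data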;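 further: 0% = DMSO-treated cells and 100% = gossypol-treated cells at 36 µM; higher means less SRC3-driven luciferase light from the GAL4 reporter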
LRH-1 inv ag: inverse agonists of human LRH-1 (NR5A2); O00482; hit rate 0.13% among 360,000; HEK293T StAR-luciferase reporter, LRH-1 transfected, 24 h; inhibition, % at 3.6 µM;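 active means inhibition above the mean inhibition of all tested compounds plus 3 SD, cut at about 73% in these data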;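 further: 0% = DMSO wells and 100% = reporter-only cells lacking LRH-1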
Target sequence (O00482 whole entry, looked up): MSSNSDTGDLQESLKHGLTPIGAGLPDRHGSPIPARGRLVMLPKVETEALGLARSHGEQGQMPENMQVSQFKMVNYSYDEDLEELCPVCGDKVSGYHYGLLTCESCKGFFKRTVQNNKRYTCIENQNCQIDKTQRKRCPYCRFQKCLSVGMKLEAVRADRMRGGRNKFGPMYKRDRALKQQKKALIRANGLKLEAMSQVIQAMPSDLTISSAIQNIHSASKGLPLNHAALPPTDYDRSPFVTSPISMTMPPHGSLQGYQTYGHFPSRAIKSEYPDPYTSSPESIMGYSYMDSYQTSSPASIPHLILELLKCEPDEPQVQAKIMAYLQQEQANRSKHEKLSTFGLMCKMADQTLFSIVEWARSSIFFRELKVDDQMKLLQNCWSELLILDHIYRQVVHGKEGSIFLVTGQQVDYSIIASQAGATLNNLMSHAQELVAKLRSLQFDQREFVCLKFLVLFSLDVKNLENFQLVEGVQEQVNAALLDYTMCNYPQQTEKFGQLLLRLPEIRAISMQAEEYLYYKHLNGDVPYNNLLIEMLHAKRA
LMP1 NFkB inh: reduces LMP1-driven NF-kappaB luciferase signal; LMP1-induced NF-kappaB luciferase reporter cells, luminescence; hit rate 0.69% among 350,000; inhibition, % at 12.5 µM; in the data active means inhibition above about 41%;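 further: 0% = neutral control wells and 100% = reference inhibitor control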
NOD2-RIPK2 inh: inhibitors of human NOD2-RIPK2 interaction; CHO BLA complementation NOD2-RIPK2, CCF4 ratio; inhibition, % at 4.98 µM; hit rate 0.38% among 360,000; AID 624267; in the data active means inhibition above about 21%;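 further: 0% = vehicle only and 100% = reference blocker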
SRC2 inh: inhibits human steroid receptor coactivator 2. HEK293 GAL4-SRC2 luciferase reporter, luminescence. Q15596. hit rate 0.17% among 370,000. inhibition, % at 9 µM;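 active means inhibition above the mean inhibition of all tested compounds plus 3 SD, set per campaign, cut at about 52% in these data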;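 further: 0% = DMSO treated cells and 100% = cells given Gossypol at 36 µM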
COUP-TFII inh: blocks human COUP-TFII nuclear receptor | AID 686940 | inhibition, % at 8.6 µM | hit rate 0.7% among 370,000 | HEK293T NGFI-A luciferase reporter, luminescence | P24468;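 active means inhibition above a per-plate cutoff, mean inhibition of test wells between control levels plus 3 SD, cut at about 38% in these data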;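 further: cells cotransfected with COUP-TFII expression vector driving the NGFI-A reporter; 0% = median of COUP-TF2 test wells and 100% = reporter-only cells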
Target sequence (P24468 whole entry, looked up): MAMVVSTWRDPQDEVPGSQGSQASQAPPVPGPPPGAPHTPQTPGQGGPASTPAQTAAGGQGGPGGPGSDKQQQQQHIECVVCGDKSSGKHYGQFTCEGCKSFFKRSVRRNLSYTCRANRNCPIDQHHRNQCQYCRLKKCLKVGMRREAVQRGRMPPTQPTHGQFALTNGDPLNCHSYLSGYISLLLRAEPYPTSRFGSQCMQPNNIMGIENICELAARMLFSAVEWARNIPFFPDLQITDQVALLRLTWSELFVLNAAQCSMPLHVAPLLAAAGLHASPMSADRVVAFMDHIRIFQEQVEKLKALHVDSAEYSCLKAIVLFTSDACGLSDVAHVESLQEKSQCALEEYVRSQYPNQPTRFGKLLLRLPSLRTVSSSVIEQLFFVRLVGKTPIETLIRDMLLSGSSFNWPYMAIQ
SRC1 inh: human NCOA1 inhibition; HEK293 GAL4-SRC1 luciferase reporter, luminescence; inhibition, % at 3.6 µM; hit rate 0.12% among 360,000;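 active means inhibition above the campaign mean plus 3 SD, with each screening campaign given its own cutoff, cut at about 60% in these data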;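 further: 0% = DMSO treated cells and 100% = gossypol at 36 µM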
ABHD5-PLIN5 inh: blocks binding of human ABHD5 to perilipin-5; Q00G26+Q8WTS1; Split G. princeps luciferase complementation, luminescence, 4 h; inhibition, % at 4 µM; hit rate 0.78% among 360,000; AID 602281;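 active means inhibition above the mean inhibition across every tested compound plus 3 SD, cut at about 22% in these data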;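 further: 0% = DMSO only wells and the 100% control is not disclosed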
An asterisk follows results filed as active; . = no result given; & = joins results of further samples. This is a subset, so the mix of outcomes need not match the whole.

#	molecule	MC4R antagonist	TLR9-MyD88 block	MC4R barr agon	SRC3 inh	LRH-1 inv ag	LMP1 NFkB inh	NOD2-RIPK2 inh	SRC2 inh	COUP-TFII inh	SRC1 inh	ABHD5-PLIN5 inh
1	CN1CC(=O)N=C1N	3&13	-4&-5	-0.9&-0.7	-6&-13	-1&-7	-3&1	-8&-12	3&1	-2&2	-5&6	-7&2
2	COCCCN1CC(=O)N2Cc3[nH]c4ccccc4c3C[C@H]2C1=O	1	-11	-1.7	-5	2	-5	-8	-9	-12	-5	-2
3	CCC(c1nnnn1CCOC)N1CCN(c2cccc(C(F)(F)F)c2)CC1 (stereo not given)	2	8	0.6	6	-4	2	-5	11	3	10	0
4	Cc1ccccc1N=C1c2ccccc2C(=O)C1[N+](=O)[O-] (stereo not given)	-4	7	-1.1	-6	23	-1	-12	-36	15	-27	-10
5	CC1=NNC(=O)C1CC(=O)N/N=C/c1sccc1C (stereo not given)	2	.	-3.3	-4	5	0	-17	-5	9	-13	0
6	CC(=O)N1CCN(S(=O)(=O)c2ccc3c(c2)CC(=O)N3)CC1	0	-1	-3.1	-15	-1	3	-3	-5	2	-5	-13
7	c1ccc(Oc2nnc(-c3cccs3)c3ccccc23)cc1	12	5	-2.0	6	8	-1	12	13	23	1	-2
8	Cc1ccc(C)c(NS(=O)(=O)c2c(C)ccc3nsnc23)c1	4	10	-2.0	4	-19	8	1	-41	-1	-1	4
9	CCn1c(SCCOc2ccc(OC)cc2)nnc1C(CO)NC(=O)c1ccc(OC)cc1 (stereo not given)	4	-4	-1.8	24	21	0	-5	9	9	5	5
10	CC(=O)c1sc(NC(=O)COc2ccc(C(C)C)c(C)c2)nc1C	5	6	-0.3	3	-8	1	-2	0	9	11	-2
11	O=[N+]([O-])c1ccc(/C=N/N=C/c2ccc([N+](=O)[O-])o2)o1	-9	9	-1.4	-10	5	-17	10	-21	-2	-63	10
12	O=C(c1ccc([N+](=O)[O-])cc1Cl)N1CCN(Cc2ccccc2)CC1	-1	1	0.7	-10	-17	-4	3	18	2	0	-6
13	COc1ccc(S(=O)(=O)N2CC3CCCN3c3cc(C(F)(F)F)ccc32)cc1 (stereo not given)	-3	-13	0.1	12	13	7	-8	-13	1	-5	2
14	COC(C[C@@H](O)C[C@H](O)[C@@H](C)OCc1ccccc1)OC	0	4	-0.1	-2	11	-8	1	-1	-10	-18	3
15	Cc1nn(-c2ccccc2)c(C)c1NC(=O)COC(=O)Cc1cccc(C(F)(F)F)c1	4	3	-2.4	8	6	0	0	-24	-11	-31	6
16	CC(C)N(Cc1nc(-c2ccc(Cl)cc2)no1)C(=O)CN(C)S(=O)(=O)c1ccc(Cl)cc1	1	-6	-2.1	13	-9	-18	-4	.	.	0	-4
17	O=C(NCC(Cl)c1ccc2ccccc2c1)c1c(F)cccc1F (stereo not given)	1	1	0.8	-2	-8	2	-9	-7	-17	1	13
18	CC1=C(C#N)CCC(=O)N1Cc1ccc(C)cc1	4	7	-1.1	20	4	3	-4	-18	8	-12	-3
19	Cc1coc2c1c(C)cc1oc(=O)c(CC(=O)NCCCCCC(=O)O)c(C)c12	10	2	-0.5	2	6	1	-21	9	13	-3	-3
20	O=C(OCc1ccc(Br)cc1F)c1cc2ccccc2oc1=O	-1	1	-1.4	-15	6	5	5	-46	-22	-1	8
21	COc1cc(N2CCCC2)ccc1[N+](=O)[O-]	3	-13	0.0	5	14	-11	-6	5	-12	-1	0
22	Cc1ccsc1/C=C1/SC(=O)N(CC(=O)N2CCOCC2)C1=O	-2	-7	-1.3	0	-11	-7	-11	-2	-10	-23	4
23	C=CCCCCCCCCC(=O)NNC1CC(=O)N(c2ccccc2)C1=O (stereo not given)	-2	9	2.4	-3	-20	10	-13	9	8	4	-5
24	Cc1cc(C)c(C#N)c(N2CCOCC2)n1	2	-1	0.2	-1	-7	-1	5	7	5	-17	-2
25	Cc1ccc(CN2CCCN(Cc3ccc(F)cc3Cl)S2(=O)=O)cc1	3	1	2.5	1	5	1	4	-10	9	13	-14
26	CC1=C(C(=O)NCc2ccc3c(c2)OCO3)C2(CCC(C)CC2)OC1=O (stereo not given)	-1	3	0.1	-2	8	11	-2	10	2	-14	-8
27	CCN(CCn1cccn1)Cc1c(C(=O)N2C[C@@H](C)O[C@@H](C)C2)nc2ccc(Cl)cn12	1	-6	-2.7	4	7	-7	-9	-4	-5	-6	1
28	COc1cc2nc(NC(=O)c3ccc(Cl)cc3)[nH]c(=O)c2cc1OC	2	0	7.4	10	-5	3	-1	5	-8	11	-3
29	Cc1ccc(CN2C(=O)c3ccccc3C2C(=O)NCC2CCCO2)cc1 (stereo not given)	4	3	-1.3	-20	-4	6	-2	5	-1	-8	4
30	CC(=O)c1ccc(NC(=O)CSCCO)cc1	4	-4	-0.3	-14	2	-5	0	-22	-23	-7	3
31	Cc1ccc(-n2c(-c3ccc(Br)cc3)c[n+]3c2CCc2ccc4cccnc4c2-3)cc1	-3	-5	5.1	83*	100*	36	19	-16	88*	75*	20
32	CCc1ccc(NC(=S)Nc2cc(C(=O)O)ccc2N2CC3CC(C2)c2cccc(=O)n2C3)cc1 (stereo not given)	1	8	0.9	-5	-30	-9	-9	-1	9	-1	-15
33	COc1ccc2c(c1)nc(NCCO)n2C	5	-2	0.0	15	-20	-5	7	-12	0	12	3
34	CC(=O)C1=C(O)C(=O)N(c2ccc(O)cc2)C1c1ccccc1 (stereo not given)	1	-6	-1.4	4	-6	10	-4	20	3	6	4
35	CCOC(=O)c1cc(-c2cccnc2)nn1-c1ccccn1	1	-4	-2.3	6	5	-1	-15	-25	-15	-7	-2
36	CCOc1ccc(CN(C)C(C)C(=O)NCCc2ccc(F)cc2)cc1 (stereo not given)	8	-9	0.1	3	-6	0	-1	4	14	3	-6
37	COc1ccc(CSc2nc(O)cc(=O)n2CC(C)C)cc1F	19	3	2.1	-2	-28	0	-5	-2	7	8	4
38	CN(C)CCN1CCN(C(c2ccnc3ccccc23)c2nnnn2-c2ccc3c(c2)OCCO3)CC1 (stereo not given)	.	.	.	.	-4	.	-2	-15	6	.	4
39	CCOC(=O)C1CCN(C(=O)COC(=O)CCOc2ccc(C)cc2)CC1	-1	-4	-1.9	9	24	1	-13	-48	15	-1	-1
40	CCOc1cccc(-c2nnc(SCC(=O)NC3CC3)n2C)c1	-1	9	-3.0	13	-4	5	-6	16	12	-20	-3
41	Cc1nc(-c2coc3cc(O)c(C)cc3c2=O)cs1	0	4	1.5	-59	-111	12	-5	-50	-19	-69	-1
42	C=CCOc1ccc(C(=O)c2ccccc2)c(OCC(=O)NC2(C#N)CCCC2)c1	8	5	3.3	-6	26	-12	-7	-8	5	-2	7
43	COc1ccc(OC)c(S(=O)(=O)NCC(c2ccc3c(c2)OCO3)N2CCOCC2)c1 (stereo not given)	-2	1	-1.5	18	14	-12	-5	12	-17	30	-7
44	Cc1ccc(F)c(CNC(=O)C2(C)CCCN2C(=O)C(C)C)c1F (stereo not given)	-3	.	-0.1	4	17	.	6	-29	0	-9	4
45	COc1cccc(OCC(Cn2c(C)nc3ccccc32)OC(C)=O)c1 (stereo not given)	4	-6	-1.7	-6	12	5	-3	2	22	18	0
46	O=C(CSc1nc(O)c(Cc2ccccc2)c(=O)[nH]1)Nc1nnc(SCc2ccccc2)s1	-1	6	-1.1	7	-3	-13	3	-5	2	-25	1
47	O=c1cc(-c2ccccc2)nc(SCCOc2ccccc2Cl)[nH]1	17	-12	-0.7	0	-15	0	5	-23	-2	0	0
48	O=C1N(Cc2cccc(Cl)c2)C[C@@H]2C[C@@H](c3cccc4ncccc34)N3CCC[C@@]123	9	-10	-2.3	14	-16	0	1	1	15	9	9
49	COc1cc(-c2nnc(SCC(=O)N3c4ccccc4Sc4ccccc43)o2)cc(OC)c1OC	5	0	-1.1	11	9	16	-1	-2	3	-17	-4
50	C[C@H]1C(c2ccc(F)cc2)=NN(c2ccccc2)[C@@H]1CO	3	-5	0.0	13	11	-15	7	6	4	-11	-6
51	CCOC(=O)COc1ccccc1C1Nc2ccccc2C(=O)N1c1cccc(Cl)c1 (stereo not given)	3	11	-0.2	-34	-85	-25	3	-29	-21	-64	-1
52	Cn1cc(C(=O)NC2CCCCC2)c(=O)c2cc(S(=O)(=O)N3CCOCC3)ccc21	3	-4	-1.2	19	2	-1	-1	-3	-7	3	2
53	COc1ccc(CC(=O)NC(=S)Nc2cccc(C)c2)cc1	5	8	0.6	-6	8	-3	-9	-1	-2	-8	6
54	CCn1cc(/C=N/NC(=O)c2cc3c(ccc4ccccc43)o2)c2ccccc21	7	6	-1.9	6	-8	2	8	-14	-2	-21	-4
55	O=C(c1ccc(CNc2c(N3CCCC3)c(=O)c2=O)cc1)N1CCN(C2CCCCC2)CC1	11	1	1.5	-11	8	-2	1	17	-4	-2	0
56	Cc1ccc(C(=O)Oc2ccccc2C(=O)N2CCOCC2)cc1	-5	-19	0.8	-4	-6	-10	-10	2	1	2	-1
57	COc1ccc(C2NC3=C(CCC3)C3(C#N)C(OC)(OC)N=C(N)C23C#N)cc1 (stereo not given)	2	-6	1.7	33	21	62*	-1	.	.	28	-3
58	Cc1ccccc1NS(=O)(=O)c1ccc(NC(=O)N2CCCCC2)cc1	-5	-2	-3.5	7	-11	2	-3	20	29	-8	-12
59	N#CCCN/N=C(/Cc1nc2ccccc2[nH]1)c1cccc(Cl)c1	1	6	-1.0	-10	-2	-9	-8	-21	4	-20	-3
60	COc1ccc2c(=O)cc(C(F)(F)C(F)(F)F)oc2c1	-1	0	-1.2	4	2	-8	-7	9	-7	-2	4

(continued)
#	molecule	MC4R antagonist	TLR9-MyD88 block	MC4R barr agon	SRC3 inh	LRH-1 inv ag	LMP1 NFkB inh	NOD2-RIPK2 inh	SRC2 inh	COUP-TFII inh	SRC1 inh	ABHD5-PLIN5 inh
61	CCNc1nc(N)c(C(=C(C#N)C#N)c2ccccc2)s1	14	-11	-1.2	16	34	-8	-13	-6	-11	-5	8
62	Cc1cc2n(n1)C(c1ccccc1)Nc1ccccc1-2 (stereo not given)	5	14	0.0	-5	-6	8	-4	-2	7	2	11
63	COc1ccc(C(=O)O)cc1S(=O)(=O)Nc1ccc(Oc2ccccc2)cc1	8	-6	-0.4	-10	2	-2	1	-18	10	-15	-2
64	COc1ccc2c(c1OC)C(=O)N1C2SC[C@H]1C(=O)NC1CC(C)(C)NC(C)(C)C1 (stereo not given in full)	3	-17	1.1	-11	-1	-4	-11	-45	-1	-11	4
